High-throughput results (PubChem)
Vif-A3F inh: inhibitors of Vif-A3F interaction; HeLa A3F-eYFP + Vif (tagged APOBEC3F with the HIV-1 protein that degrades it), YFP fluorescence increase; Potency, µM (series often up to 46.1 µM), without a hit: top-dose activity, negative = active; 0.2% of 390,000 active; AID 602313; note: potency is the fitted concentration of half-maximal effect; % of control where 0% means no effect; nearly all actives have a fitted effect of over 65% in size
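HeLa cells stably expressing A3F-eYFP plus Vif, plated and incubated overnight at 37 deg C, then exposed to compounds overnight at 37 deg C. Blocked degradation read as raised yellow fluorescence (Ex 488/Em 500-530).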
D1 PAM: human D1 dopamine receptor positive modulation. HEK293 TREx D1 cells, calcium flux, dopamine EC20 potentiation. potentiation, % at 10 µM. 0.036% of 360,000 active. P21728. AID 504651; in the data active = potentiation above about 30%; note: 0% is about no effect
Vif-A3G inh: inhibitors of Vif-APOBEC3G interaction. Q9HC16. Potency, µM (series often up to 46.1 µM), without a hit: at the highest dose activity, negative = active, most hits filed as inhibitors. 0.076% of 410,000 active. HeLa A3G-eYFP + Vif (tagged APOBEC3G with the HIV-1 protein that degrades it), YFP fluorescence, overnight;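 note: potency is the fitted concentration of half-maximal effect; % is set by controls: 0 for no effect and ±100 for the full control effect; nearly all actives have a fitted effect of over 60% in size; hits raise eYFP signal because A3G escapes Vif-driven loss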
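HeLa cells stably expressing Vif and C-terminally eYFP-tagged A3G, seeded overnight at 37 deg C, then exposed to compound by pintool overnight at 37 deg C. Rise in yellow fluorescence (Ex 488/Em 500-530, Acumen) marks blocked Vif-driven A3G degradation.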
RXFP1 ag: activates the human relaxin receptor RXFP1; Q9HBX9; HEK293T-RXFP1 cAMP TR-FRET, 30 min; response scale: percent of porcine relaxin response, buffer zero; Potency, µM (titrated, usually from 57.5 µM), for inactives: at the top dose activation, actives largely listed as activators; 0.3% of 370,000 active; note: potency is the fitted concentration of half-maximal effect; % is set by controls: 0 for no effect and ±100 for the full control effect; nearly all actives have a fitted effect of over 60% in size; many of its hits are not listed in these tables
Target sequence (Q9HBX9 whole entry, looked up): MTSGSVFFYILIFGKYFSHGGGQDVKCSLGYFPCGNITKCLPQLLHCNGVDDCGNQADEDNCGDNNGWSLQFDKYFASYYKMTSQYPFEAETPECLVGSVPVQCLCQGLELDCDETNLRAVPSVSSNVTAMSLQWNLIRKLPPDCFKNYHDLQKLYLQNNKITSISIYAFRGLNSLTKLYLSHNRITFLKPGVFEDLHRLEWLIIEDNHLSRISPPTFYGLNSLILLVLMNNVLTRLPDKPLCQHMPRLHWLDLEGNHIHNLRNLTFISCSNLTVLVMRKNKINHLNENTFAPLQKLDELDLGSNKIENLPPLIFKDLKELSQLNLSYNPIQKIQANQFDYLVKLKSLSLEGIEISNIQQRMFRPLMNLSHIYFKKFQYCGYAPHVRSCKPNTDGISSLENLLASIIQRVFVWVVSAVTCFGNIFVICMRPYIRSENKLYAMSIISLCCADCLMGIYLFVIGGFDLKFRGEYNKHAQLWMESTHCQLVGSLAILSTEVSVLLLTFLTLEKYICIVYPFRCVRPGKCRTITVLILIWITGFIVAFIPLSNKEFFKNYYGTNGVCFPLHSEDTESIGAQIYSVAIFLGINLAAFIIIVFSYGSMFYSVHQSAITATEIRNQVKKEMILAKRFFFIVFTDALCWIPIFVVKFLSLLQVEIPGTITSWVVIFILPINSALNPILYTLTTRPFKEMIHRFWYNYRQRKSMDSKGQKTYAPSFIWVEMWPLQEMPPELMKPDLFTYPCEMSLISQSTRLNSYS
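HEK293T cells stably expressing RXFP1 were pretreated with the PDE4 inhibitor Ro 20174, exposed to compounds for 30 min at 37C, lysed, and cAMP was read by TR-FRET. Data normalized to buffer (basal) and 29 nM porcine relaxin (100%).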
Glioma ERSR ind: ER stress response induction in glioma | U87-MG GRP78 promoter luciferase reporter, 16 h | Potency, µM, without a hit: at the highest dose activation, most hits filed as activators | 0.02% of 420,000 active | AID 602332; note: potency is the fitted concentration of half-maximal effect; series mostly up to about 76 µM; % of control where 0% means no effect; nearly all actives have a fitted effect of over 35% in size
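Stably transfected U87-MG glioma cells carrying a GRP78-based luciferase sensor; 16 h compound incubation. Luminescence end-point read 10 min after Bright-Glo addition at room temperature.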
D2 PAM: positively modulates the human D2 dopamine receptor allosterically; P14416; HEK293 T-REx D2, calcium flux, EC20 dopamine potentiation; potentiation, % at 10 µM; 0.34% of 340,000 active; AID 485347;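 active = potentiation over 3 SD above the plate norm, cut at about 30% in these data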; note: 0% is about no effect
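Potentiation of an EC20 dopamine calcium response measured kinetically over 180 s, after a preceding 180 s compound-only read flagging agonists. Cells: inducible Hek293 Trex D2 line, 4000/well, cultured overnight at 30 C before dye loading.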
RXFP1 antag: blocks the human relaxin receptor RXFP1; AID 1259400; HEK293-RXFP1, relaxin-stimulated cAMP HTRF, 30 min; stronger effect = lower value; activity change, negative = inhibition, % at 57.5 µM; 0.59% of 350,000 active;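 active = activity change of -60% or lower, but not beyond a set lower limit; inconclusive = change between -60% and -40%, or beyond the set limit; inactive = change above -40%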; note: % is set by controls: 0 for no effect and ±100 for the full control effect
D1 antag: human D1 dopamine receptor antagonism; P21728; HEK293 TREx D1 cells, calcium flux, dopamine EC80; stronger effect = lower value; activity change, negative = inhibition, % at 10 µM; 3.2% of 360,000 active; AID 504652; in the data active = activity change below about -30%; note: % is set by controls: 0 for no effect and ±100 for the full control effect
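After overnight tetracycline induction at 30 C, force-coupled D1 HEK293 cells took up a no-wash calcium dye at room temperature. Compounds were added and monitored 180 s, and the response to EC80 dopamine was then recorded.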
D1 ag: human D1 receptor agonism. P21728. HEK293 T-REx D1 cells, calcium flux, agonist mode. activation, % at 2 µM. 1% of 360,000 active. AID 504660; in the data active = activation above about 30%; note: 0% is about no effect
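Agonism was scored from calcium flux recorded over 180 s (1 read/s) after pintool compound addition, following a 10-cycle baseline. Cells were inducible force-coupled HEK293 TREx D1, plated overnight at 30 C and loaded with no-wash calcium dye.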
Active calls of the source: *; u = inconclusive; x = no result given. Unless noted, calls come from the whole dose curve; as a rule, active = well fitted curve in the direction sought with a large enough effect; inconclusive = small, poorly fitted or top-dose-only effect, or another doubt; inactive = no such curve, though single readings can be large; an effect the other way counts as inactive or inconclusive.

Order of results: RXFP1 ag, D1 ag, Glioma ERSR ind, D1 antag, RXFP1 antag, Vif-A3G inh, D2 PAM, D1 PAM, Vif-A3F inh
- COc1ccc(C(C)(C)NC(=O)C2CCC(=O)N(CCCN3CCCC3=O)C2)cc1 (configuration not stated)
  2.5%, 2, 3%, 7, 8, 3%, -13, 4, 5%
- COc1ccccc1NC(=O)COC(=O)c1cnccn1
  0.5%, -1, -2%, -2, -13, 0%, -15, -7, -2%
- Nc1c(-c2ccc(Cl)cc2)cnn1-c1cccc([N+](=O)[O-])c1
  1.2%, x, 6%, x, 16, 4%, x, x, 4%
- Cn1c(-c2ccc3c(c2)OCO3)cnc1NCc1ccccc1Cl
  0.9%, 13, 3%, 5, 3, -7%, -14, -2, -5%
- COc1cc(NC(=O)CN2c3ccccc3S(=O)(=O)c3ccccc32)cc(OC)c1
  3.7%, 6, -4%, 25, -8, -6%, -5, -3, 1%
- CCCCCSc1nnc(C)c(=O)[nH]1
  3.7%, 1, -5%, 1, -4, -1%, x, -3, -5%
- CN(C)/C=C1\C(=O)N(c2ccc(Oc3ccccc3)cc2)CS1=O (configuration not stated)
  0.9%, 1, 5%, 5, -1, 0%, -1, -8, 1%
- O=C(NCCCN1CCOCC1)c1cc(-c2ccccc2F)no1
  1.7%, 3, 13%, -6, 4, 3%, -2, 3, -5%
- Cn1c(SCC(=O)c2ccccc2)nnc1-c1cnccn1
  2.8%, 0, 5%, 8, 19, 0%, 7, 6, -1%
- Clc1ccccn1
  0.0%, 2, -1%, x, x, 2%, -6, 6, 5%
- Cc1ccc(S(=O)(=O)N(C)c2ccccc2C(=O)NC2CCCC2)cc1
  0.4%, 5, 0%, -6, -3, -2%, 1, 6, -2%
- O=C(NCc1ccco1)c1nn2c(C(F)(F)F)cc(-c3cccs3)nc2c1Cl
  0.2%, 16, -6%, 8, -5, -6%, -4, -2, -4%
- CCN1CCCC1CNC(=O)C1c2cc(OC)c(OC)cc2C(=O)N(C)C1c1cccnc1 (configuration not stated)
  -2.4%, 2, -3%, 4, 1, -2%, 0, 6, -1%
- CC(C)c1ccc(OCc2nnc(SCC(=O)N3CCCCC3)o2)cc1
  0.3%, 5, 5%, -2, -15, -2%, 22, -1, 5%
- Cc1cc(-c2ccc(C)c(S(=O)(=O)Nc3ccc(C)c(N(C)C)c3)c2)on1
  0.1%, 1, -3%, -19, -35, -6%, -1, -2, -3%
- O=[N+]([O-])c1ccc(C=NNC(=S)NN=Cc2ccc([N+](=O)[O-])cc2)cc1
  x, x, 1%, x, -62*, 3%, x, x, u
- CCCS(=O)(=O)N1CCN(C2Cc3ccccc3C2)CC1
  0.0%, 3, 1%, -14, -5, -1%, 10, 0, -8%
- CCCCCOc1ccc(C2C(C(C)=O)=C(C)Nc3ncnn32)cc1OC (configuration not stated)
  0.8%, 1, -2%, 3, -12, 0%, -4, 2, 2%
- COc1ccc(CNCC(O)(c2ccccc2)c2ccc(F)cc2)cc1OC (configuration not stated)
  -0.2%, 5, -4%, -19, 2, 1%, -6, -3, 21%
- COC(=O)CNc1n[nH]c(=S)[nH]c1=O
  u, 2, -5%, 2, -15, 1%, -3, -4, 11%
- CC1(C)N=C(N)N=C(N)N1c1ccccc1
  1.2%, 3, -2%, -9, -2, -1%, -11, 2, -13%
- COc1ccccc1NC(=O)CCc1nc2ccccc2s1
  3.0%, 4, 3%, -1, -14, -3%, -6, -5, -9%
- S=C(NCc1ccncc1)Nc1ccc(Cl)cc1
  -0.1%, 13, -3%, -20, 1, 2%, 6, -2, -3%
- Cc1ccc(-n2nc(C(=O)N3CCN(c4cccc(C(F)(F)F)c4)CC3)c(=O)n(C)c2=O)cc1
  1.2%, 0, -4%, -2, -14, 4%, -8, -2, 4%
- CCCCOc1nnc(-c2ccc(OCC)cc2)c2ccccc12
  1.6%, -2, -3%, -15, -5, -7%, 0, -5, -2%
- Cc1cccc(CC2S/C(=N/c3ccccn3)NC2=O)c1 (configuration not stated)
  5.1%, -3, 4%, 13, -26, -14%, -9, 5, -7%
- CCn1c(SCC(=O)OC)nnc1-c1ccc(C)cc1
  -1.6%, 2, -4%, -22, 3, 1%, -8, -4, 5%
- Cc1ccc(NC2=C(N3CCCCC3)C(=O)c3ccccc3C2=O)cc1
  -0.6%, 3, 1%, -30, -5, -11%, -3, -9, -5%
- CCOc1ccc(Nc2ccnc3cc(Cl)ccc23)cc1
  0.5%, 2, 2%, -19, -2, -4%, -10, -4, 2%
- CCOc1cc(NC(=O)c2ccco2)c(OCC)cc1NC(=O)COc1ccccc1C
  x, x, -4%, x, 8, 0%, x, x, 0%
- O=C(CSc1ncn[nH]1)NC1CCCc2ccccc21 (configuration not stated)
  0.0%, 2, -2%, -3, 14, 1%, -2, -7, 10%
- O=C(Nc1nc(-c2ccccc2)cs1)c1ccccc1NS(=O)(=O)c1ccc(F)cc1
  0.2%, 15, 2%, -48*, -9, -7%, x, -6, 1%
- CCC(=O)N(Cc1cc2cc(OC)ccc2[nH]c1=O)c1ccccc1OC
  x, x, -5%, x, -10, -2%, x, x, -2%
- O=C(Nc1nc(-c2cc(F)ccc2F)cs1)c1cccc(N2C(=O)CCC2=O)c1
  -0.6%, 9, -2%, -32*, -40, -5%, -17, -5, 1%
- CCOc1ccc(NC(=O)c2ccc(NS(=O)(=O)c3cccc4cccnc34)cc2)cc1
  x, x, -3%, x, -10, 8%, x, x, -20%
- COc1ccc(NC(=O)CC2C(=O)N(c3ccc(C)cc3)C(=O)N2C2CCCCC2)cc1 (configuration not stated)
  5.0%, -1, -4%, 0, x, -3%, -4, 0, 2%
- CCOC(=O)c1cc2c(=O)n3ccccc3nc2n(CCOC)c1=NC(=O)c1c(-c2ccccc2Cl)noc1C
  7.1%, 3, x, 5, -2, x, 12, 4, x
- CCCCC1CCC(C(=O)N(C)CC(=O)Nc2cccc(F)c2)CC1 (configuration not stated)
  -1.6%, 7, -2%, -13, -29, 1%, 15, -5, 5%
- CCOc1ccc(N(CC(=O)NCCCOC)S(C)(=O)=O)cc1
  0.3%, 3, -2%, 2, -20, 2%, -9, 1, 0%
- CCOc1cc(-c2nc3n(c(=O)c2C#N)CCS3)ccc1O
  2.4%, 3, -2%, 5, 3, 0%, x, -2, 0%
- Cc1ccccc1Cn1ccc(NC(=O)c2cc3ncc(Br)cn3n2)n1
  4.4%, 3, -2%, -9, -2, 3%, 5, -3, -2%
- Cc1ccc(S(=O)(=O)CCSC(=N)N)cc1
  0.0%, 1, -15%, -9, -11, -1%, -15, 7, 2%
- O=S(=O)(c1ccc2ccccc2c1)N1C=CC(C(F)(F)F)=NCC1
  -0.8%, 1, 0%, -2, -9, 0%, 5, -3, 2%
- COc1ccc(CNC(=O)COC(=O)c2ccccc2OCC(=O)Nc2ccc(SC(F)F)cc2)cc1
  0.0%, 0, -4%, -7, -1, 0%, 15, 7, -2%
- Cc1cccc(C)c1NC(=O)C1CC(=O)N(C(C)C)C1 (configuration not stated)
  0.6%, 0, -4%, 10, -19, -2%, -2, 1, x
- Cc1ccc2nc(NC(=S)NC(=O)c3ccco3)sc2c1
  24%, 1, -3%, 10, -4, 0%, -8, -7, -5%
- CCOC(=O)c1c(-c2ccc(C)o2)csc1NC(=O)CSc1nnc(C)s1
  3.0%, 1, -2%, -5, 1, -4%, -2, -4, 0%
- NC(=S)N/N=C\c1c(OCc2ccccc2Cl)ccc2ccccc12
  0.0%, 4, -2%, -7, -29, 3%, -6, 0, u
- COc1ccc(-c2nnc(SCC(=O)Nc3cc(C)on3)n2N)cc1OC
  2.4%, 0, -5%, 46, -16, -6%, -2, -2, x
- COc1cccc(Cn2nc(SC)c(S(=O)(=O)c3ccccc3)c2N(C(C)=O)C(C)=O)c1
  -0.1%, 1, -2%, -10, x, -16%, 19, 0, -1%
- CCc1ccc(NC(=O)C2CCC(CNC(=O)[C@@H]3Cc4ccccc4CN3)CC2)cc1 (some centres not stated)
  3.6%, 17, -7%, -4, -4, -21%, -8, 1, -10%
- Cc1nc2cc(NS(=O)(=O)c3ccc(Br)cc3)ccc2n1C
  -1.4%, 15, -3%, -18, -21, 0%, 8, -4, 2%
- Cc1ccc(CN(C)CC(=O)Nc2ccccc2C(=O)NC2CC2)o1
  0.5%, 2, -3%, -2, -4, 1%, -5, -8, -8%
- O=C(NCc1cccs1)c1noc2c1CCCC2
  0.3%, 2, 3%, -1, 3, u, 1, -3, 2%
- Cc1ccc(CSc2nc3ccc(NC(=O)C(C)C)cc3s2)cc1
  -0.2%, 6, -1%, -12, x, 3%, -7, -2, -4%
- Cc1ccc(C)n1Cc1ccccc1Cl
  0.1%, -1, -3%, x, -11, 0%, -6, -5, 5%
- COC(=O)Cc1sc(-c2ccccn2)nc1-c1ccccc1
  9.2%, 2, 1%, 10, 4, 0%, 3, 1, 0%
- CN(c1ccccc1)S(=O)(=O)c1cccc(Cl)c1Cl
  0.0%, 4, -5%, 14, -3, -9%, -2, -4, -15%
- Cc1ccc(NC(=O)COC(=O)Cc2ccc(Br)cc2)cc1S(=O)(=O)N1CCOCC1
  x, x, -4%, x, -18, -2%, x, x, 0%
- O=C(Cc1cccc2ccccc12)NNC(=O)Nc1ccc(Cl)cc1
  0.0%, 10, 2%, 0, -18, -1%, -13, -6, u

Further results
Order of results: RXFP1 ag, D1 ag, Glioma ERSR ind, D1 antag, RXFP1 antag, Vif-A3G inh, D2 PAM, D1 PAM, Vif-A3F inh
- CCOc1ccccc1CNC(=O)c1cc(-c2ccc(C)c(C)c2)nc2ccccc12
  4.2%, 4, 0%, 27, -13, -2%, -4, 0, -1%
- CC1CCN(c2ccc(C(=O)NCc3ccco3)cc2[N+](=O)[O-])CC1
  2.5%, 2, 4%, -9, -13, 0%, 2, -4, 1%
- Cc1ccc(NC(=O)OCc2cccs2)cc1
  -4.3%, 0, x, -8, x, x, 2, -4, x
- CCN(CC(=O)N1CCN(Cc2ccccc2)CC1)S(=O)(=O)c1ccc(F)cc1
  1.4%, 7, 0%, 6, -3, -1%, x, -4, 6%
- CCN1C(=O)c2n[nH]c(C(=O)OC)c2C1=O
  -0.4%, 3, -4%, -7, -6, -1%, 7, -3, -4%
- CC(=O)c1ccc(Nc2cc(C)nc3nc(Cc4ccccc4)nn23)cc1
  4.6%, 5, -2%, 5, x, 1%, -5, 3, 2%

The list is partial; count on the stated rates, not on these rows.
